Compound activity as filed in PubChem BioAssay.
Integrin act MD = activators of alpha7 integrin expression for muscular dystrophy; alpha7betagal myoblasts, beta-gal FDG fluorescence, 48 h; Potency, µM (top dose mostly 38.3 µM), inactives show at the highest dose activation, usual class: activators; hit rate 0.064% among 350,000; AID 624291;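 note: potency is the fitted concentration of half-maximal effect; 100% = response of the positive control SU9516; nearly all actives have a fitted effect of over 60% in size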
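Alpha7betagal+/- myoblasts (passage 13) were plated 16-24 hr, then exposed to compounds (1:260 dilution of DMSO stock) for 48 hours at 37C. After MPER lysis, β-galactosidase reporter activity was read as FDG fluorescence (ex 480/em 540) after 30 minutes.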
Tb PFK block = blocks T. brucei phosphofructokinase; O15648; T. brucei PFK, ADP-Glo luminescence; Potency, µM (doses to about 57.5 µM), for inactives: top-dose activity, negative = inhibition, actives largely listed as inhibitors; hit rate 0.17% among 330,000; AID 485367;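 note: potency is the fitted concentration of half-maximal effect; 0% = uninhibited 1x PFK enzyme wells and -100% = no-enzyme wells; nearly all actives have a fitted effect of over 60% in size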
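PFK 1.25 nM, F6P 0.5 mM, ATP 0.1 mM, 0.1 M TEA pH 8.0, 5 mM MgCl2, 0.01% Tween20, 0.1% BSA; 45 min RT. ADP-Glo readout. qHTS titration up to 57 uM; curves fitted, compounds curve-classed.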
PTAP TSG101 blk = blocks PTAP/TSG101 interaction to inhibit HIV-1 budding; Q99816; Fluorescence polarization, FITC-PTAP peptide / Tsg101 binding; Potency, µM (top dose mostly 115 µM), for the others: at the highest dose activity change, negative = inhibition, usual class: inhibitors; 340,000 tested, under 10 active; active = well fitted inhibition curve with a large enough effect in the main read-out, with a control signal flat, not every such curve was filed as active; inconclusive = small, poorly fitted or top-dose-only effect, or effect the other way, or a change in a side signal; inactive = no such curve, though single readings can be large or run the other way; note: potency is the fitted concentration of half-maximal effect; % of control where 0% means no effect
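FP read-out: FITC-PTAP peptide, 50 nM final, binding Tsg101 binding domain, 10 uM final; 20 min, r.t.; 10 mM HEPES pH 7.5, 0.15 M NaCl, 0.01% Tween 20, 3 mM EDTA, 0.1 mM TCEP.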
TSHR antagonist = blocks TSH signaling through the human TSH receptor. TSHR-expressing cells, TSH-stimulated cAMP HTRF, 2 h; active compounds read low. AID 504810. P16473. activity change, negative = inhibition, % at 11.5 µM. hit rate 0.2% among 330,000;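 active = activity change below a set negative limit, meaning inhibition stronger than a set level, cut at about -70% in these data; inconclusive = activity change between two set negative limits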; note: % is set by controls: 0 for no effect and ±100 for the full control effect
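Cell-based HTRF cAMP assay; TSHR cells + compound, TSH EC80 (4nM final), 2 h, 37 deg C. Lysis with anti-cAMP cryptate and cAMP-d2, 30 min RT, read 665/620 nm.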
TCR activator = activators of T cell receptors | primary human leukocytes, anti-CD3, IL-2 HTRF, 48 h | Potency, µM (highest dose often 9.22 µM), inactives show at the highest dose activation of IL-2 secretion, actives largely listed as activators | AID 504894 | 330,000 tested, under 10 active; note: % of control where 0% means no effect
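Primary human leukocytes receive a-CD3 beads and test compound and are incubated 48 hr. Secreted IL-2 is then assayed by HTRF, measuring 665nm acceptor emission after 320nm excitation of the europium donor.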
ELG1 repair inh = inhibitors of ELG1-dependent DNA repair in HEK293T cells; Potency, µM (series often up to 46.1 µM), without a hit: at the top dose activity change, negative = inhibition, usual class: inhibitors; AID 504467; HEK293T ELG1-luciferase reporter, luminescence, 16 h; DNA damage induced by 5-fluorouridine; hit rate 2.3% among 330,000; note: potency is the fitted concentration of half-maximal effect; % is set by controls: 0 for no effect and ±100 for the full control effect; nearly all actives have a fitted effect of over 55% in size
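Quantitative HTS, concentration-response format. 2,000 cells/well co-treated with 5-fluorouridine and compound, 16 hr in 5% CO2 at 37 °C; ONE-Glo luminescence read after 30 min.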
Chronic BCR inh = chronic active BCR signaling inhibition | ABC-DLBCL IkBa-CBG/CBR reporter, luminescence ratio, 4 h | Potency, µM (doses to about 46.1 µM), inactives show at the highest dose ratio change, negative = lower green/red ratio, actives largely listed as inhibitors | hit rate 0.05% among 340,000; active = well fitted inhibition curve with a large enough effect in the signal ratio, with a control signal flat, not every such curve was filed as active; inconclusive = small, poorly fitted or top-dose-only effect, or effect the other way, or a change in a side signal; the % refers to the signal ratio;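 note: potency is the fitted concentration of half-maximal effect; plate controls were basal doxycycline-induced cells for no effect and cells given 10 µM MG132 for full effect; MG132 reads +100%, hits lower the ratio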
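Doxycycline induced both beetle luciferases in TMD8 lymphoma cells; IKK-driven degradation limits the IkappaBalpha-fused green signal, while red luminescence normalises for cell number and nonspecific effects. Compounds tested up to 46 uM, 4 hrs.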
A-T KAP1 phos = potential ataxia-telangiectasia treatments restoring KAP-1 phosphorylation. AID 485349. […] A-T fibroblasts, KAP-1 phosphorylation AlphaLISA; neocarzinostatin DNA damage 30 min before lysis. Potency, µM (doses to about 57.5 µM), for inactives: at the top dose activation, most hits filed as activators. hit rate 0.19% among 320,000; note: potency is the fitted concentration of half-maximal effect; % of control where 0% means no effect; nearly all actives have a fitted effect of over 45% in size
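ATM-like activity read as KAP-1 phosphorylation via AlphaLISA donor/acceptor antibody pairs after lysis and 6 hr at 25C. Cells were ATM-null patient fibroblasts ([…], hTERT), dosed 60 min, then exposed to the DSB inducer NCS for 30 min.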
Mito fusion act = inhibitors of mitochondrial division or activators of mitochondrial fusion | Potency, µM (highest dose often 46.1 µM), without a hit: at the top dose growth rescue (activation), most hits filed as activators | hit rate 0.23% among 320,000 | S. cerevisiae fusion-defective mutant growth rescue, CellTiterGlo 48 h | AID 485298;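 note: potency is the fitted concentration of half-maximal effect; % of control where 0% means no effect; nearly all actives have a fitted effect of over 45% in size; temperature-sensitive fusion mutants such as fzo1-1 at 37 °C on non-fermentable ethanol glycerol medium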
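Compounds are tested for their ability to restore growth of mitochondrial fusion-defective yeast strains at non-permissive 37C in YPEG medium over 48 hours. Viability is quantified by luciferase luminescence.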
Eya2 phos inh = inhibitors of human Eya2 phosphatase activity. O00167. Potency, µM (highest dose often 76.9 µM), for the others: at the highest dose activity, negative = inhibition, actives largely listed as inhibitors. hit rate 0.006% among 330,000. recombinant Eya2, OMFP fluorescence dephosphorylation (OMFP is methylfluorescein phosphate). AID 488837; note: potency is the fitted concentration of half-maximal effect; % is set by controls: 0 for no effect and ±100 for the full control effect
Target sequence (O00167 whole entry, looked up): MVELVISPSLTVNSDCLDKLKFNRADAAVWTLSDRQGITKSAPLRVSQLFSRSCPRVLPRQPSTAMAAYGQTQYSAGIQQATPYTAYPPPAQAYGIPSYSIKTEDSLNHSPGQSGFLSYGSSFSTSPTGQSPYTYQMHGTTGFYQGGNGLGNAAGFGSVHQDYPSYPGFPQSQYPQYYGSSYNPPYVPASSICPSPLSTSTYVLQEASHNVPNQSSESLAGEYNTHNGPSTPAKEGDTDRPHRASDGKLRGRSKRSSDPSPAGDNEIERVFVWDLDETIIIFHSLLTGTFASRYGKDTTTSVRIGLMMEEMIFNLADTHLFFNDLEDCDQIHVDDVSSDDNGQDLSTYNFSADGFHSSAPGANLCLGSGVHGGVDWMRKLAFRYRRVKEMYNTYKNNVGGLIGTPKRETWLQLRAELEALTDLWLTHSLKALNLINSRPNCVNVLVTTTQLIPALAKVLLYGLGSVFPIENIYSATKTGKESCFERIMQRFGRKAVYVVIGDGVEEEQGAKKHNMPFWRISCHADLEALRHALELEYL
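Eya2 protein (added as 0.2 uM solution) was preincubated with compound for 10 min at ambient temperature in 50 mM HEPES pH 7.5, 50 mM NaCl, 5 uM MgCl2, 0.05% BSA, 1 mM DTT. OMFP (added at 50 uM) then reacted 10 min; fluorescence read at 485/525 nm.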
ASM inhibitor = human S-ASM enzyme inhibition | AID 504937 | P17405 | Potency, µM (series often up to 57.5 µM), without a hit: top-dose activity change, negative = inhibition, hits mostly inhibitors | placental ASM, HMU-PC fluorogenic substrate, 60 min | hit rate 0.006% among 340,000; note: potency is the fitted concentration of half-maximal effect
Target sequence (P17405 47-631 limits assumed): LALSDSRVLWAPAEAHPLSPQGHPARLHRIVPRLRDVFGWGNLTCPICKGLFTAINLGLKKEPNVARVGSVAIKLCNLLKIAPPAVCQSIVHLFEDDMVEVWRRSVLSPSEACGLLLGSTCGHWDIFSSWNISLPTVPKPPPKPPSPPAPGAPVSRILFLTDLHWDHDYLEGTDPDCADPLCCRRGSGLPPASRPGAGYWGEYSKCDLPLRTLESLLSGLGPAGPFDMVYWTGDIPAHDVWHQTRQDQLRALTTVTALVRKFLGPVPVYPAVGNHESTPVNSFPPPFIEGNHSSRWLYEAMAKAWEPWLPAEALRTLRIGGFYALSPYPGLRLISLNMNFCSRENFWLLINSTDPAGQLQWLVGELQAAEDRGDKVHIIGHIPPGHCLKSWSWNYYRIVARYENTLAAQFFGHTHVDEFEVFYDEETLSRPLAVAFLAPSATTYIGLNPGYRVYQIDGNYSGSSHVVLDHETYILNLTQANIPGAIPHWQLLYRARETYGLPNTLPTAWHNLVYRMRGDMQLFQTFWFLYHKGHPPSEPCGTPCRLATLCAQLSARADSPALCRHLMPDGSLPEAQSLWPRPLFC
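Fluorescence read-out (Ex 386 nm, Em 447 nm) after stopping the reaction at pH 10. Enzyme: ASM from human placenta; substrate HMU-PC0, 9 uM final; 60 min, 37 °C. Compound preincubation 10 min, ambient temperature.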
Starred values were filed as active, the others as inactive; ? = inconclusive; . = not tested or not shown; [ ] = another dose, or the depositor's remark. Unless noted, calls come from the whole dose curve; as a rule, active = well fitted curve in the direction sought with a large enough effect; inconclusive = small, poorly fitted or top-dose-only effect, or another doubt; inactive = no such curve, though single readings can be large; an effect the other way counts as inactive or inconclusive.

Results follow in this order: Integrin act MD, Tb PFK block, ELG1 repair inh, PTAP TSG101 blk, Eya2 phos inh, ASM inhibitor, TCR activator, Chronic BCR inh, Mito fusion act, A-T KAP1 phos, TSHR antagonist
> Cc1noc(C)c1COc1cccc(C(=O)Nc2ccc(Br)cc2F)c1
    -7%, 5%, ?, -1%, -4%, -15%, 1%, ?, ., -11%, .
> Cc1ccc(NC(=O)CCS(=O)(=O)c2ccc(Br)cc2)nc1
    -11%, -3%, 0%, 0%, 2%, 0%, 2%[46.1 µM], 1%, 0%, 8%, 2
> CC(C)NC(=O)c1ccc(-c2cc(C(F)(F)F)ccc2Cl)o1
    7%, -2%, 0%, 0%, 5%, -2%, 4%, ?, 0%, 6%, 2
> O=C1C2CCCN2C(c2ccc(F)cc2)N1c1ccc(Cl)cc1 (configuration not stated)
    21%, 3%, 23%, -2%, 15%, -6%, 3%, 1%, -2%, -10%, 3
> CCCc1cc(=O)n2[nH]c(SCc3ccc(Cl)cc3)nc2n1
    ?, 1%, 2%, -3%, 12%, -3%, -11%, -4%, 5%, 8%, -9
> Cc1c(C(=O)Nc2ccc(F)cc2)cn2c(nc3ccccc32)c1C#N
    -10%, -15%, ?, -1%, -5%, 111%[activator], 6%, 10%, 5%, -8%, -2
> O=C(OCc1cccs1)c1ccccc1NS(=O)(=O)c1ccc2c(c1)OCCO2
    -12%, 2%, -2%, 0%, 1%, 1%, -40%, ?, 13%, 3%, -28
> Cc1ccc(S(=O)(=O)N(C)CC(=O)N2CCCC2)cc1
    25%, 3%, 5%, -2%, -14%, 2%, 0%[46.1 µM], 2%, -3%, -6%, 18
> Cc1cc(NC(=O)CSc2nc(C3CCCCC3)nc3ccccc23)no1
    0%, -7%, ?, 0%, 2%, -2%, -2%, -9%, 0%, 2%, -5
> CCOc1cc(C2C(C#N)=C(N)Oc3n[nH]c(CC)c32)ccc1OCCN1CCOCC1 (configuration not stated)
    -15%, 2%, 8%, -4%, -1%, 5%, -3%[46.1 µM], ?, -1%, 3%, 27
> COc1cc(Cl)c(C)cc1NC(=O)c1cc(S(=O)(=O)N(C)C)ccc1N1CCCC1
    5%, ?, ?, -2%, 2%, -3%, 0%[46.1 µM], ?, 6%, 3%, 29
> COc1ccc(NS(=O)(=O)c2cccc(NC(=O)C3=NN(c4ccccc4)C(=O)CC3)c2)cc1
    -22%, -8%, 9.2µM*, 0%, -12%, -10%, 2%, -1%, -6%, 8%, -112*
> COc1ccc(NC(=O)c2[nH]c(C)c(C(C)=O)c2C)cc1
    12%, 0%, ?, -3%, 4%, -2%, 3%, ?, 4%, 1%, 1
> CC(=O)N1c2ccccc2C2CCCC[C@H]21 (some centres not stated)
    19%, -26%, ?, -4%, -8%, 5%, 1%, -10%, -10%, -1%, 10
> O=C(c1cccc(Cl)c1)N1CCC(C(=O)N2CCN(Cc3ccccc3)CC2)CC1
    -1%, 0%, -17%, -1%, -20%, -3%, 6%, -5%, 5%, 4%, -10
> COc1ccc(CNC(=O)CN(C(=O)c2csnn2)c2cccc3c2CCCC3)cc1
    -63%[inhibitor], 3%, -6%, 0%, -14%, -1%, -1%, -5%, 11%, 2%, 0
> N#Cc1c(SCC(=O)Nc2nc3ccccc3s2)sc2c(O)cc(=O)[nH]c12
    -3%, 9%, ?, -4%, -9%, -15%, 1%, ?, 3%, 4%, -8
> C=CCOC(=O)C(=O)/C=C/c1csc2ccccc12
    6%, 24%, ?, -2%, -14%, -8%, 4%, ?, 4%, 0%, 13
> COc1ccc(CN(C)CC(=O)NC(=O)NC2CCCCC2)cc1
    -36%, -2%, -2%, -2%, 5%, 0%, -30%, -15%, 12%, 1%, -11
> O=C(OCC(=O)N1CCC(Cc2ccccc2)CC1)c1cc(Br)ccc1O
    -17%, -1%, ?, 5%, -1%, 61%, 2%, 0%, ., 7%, 2
> CC1CCCC(NC(=O)c2n[nH]c(=O)c3ccccc23)C1C (configuration not stated)
    -7%, -4%, 24%, -2%, -7%, -3%, -21%, ?, 3%, 2%, -1
> COc1ccc(N(C(=O)c2ccn[nH]2)C(C(=O)NC(C)(C)C)c2ccc(F)cc2)cc1 (configuration not stated)
    -11%, 2%, -10%, -5%, -13%, 4%, 1%, -10%, 0%, -1%, 3
> COc1ccc(N2CCN(CCCNC(=O)CC3Oc4ccc(C)cc4NC3=O)CC2)cc1 (configuration not stated)
    7%, 5%, -11%, -1%, 13%, 3%, 0%, -4%, 0%, -3%, 2
> COc1cccc(NC(=O)C2CC(=O)N=C(N)S2)c1 (configuration not stated)
    11%, 17%, 0%, 1%, -12%, 1%, 0%, 6%, -5%, -5%, 16
> COc1ccc(NC(=O)C2CCCN(C(=O)c3ccc(Cl)cc3)C2)cc1S(=O)(=O)N(C)C (configuration not stated)
    -15%, 3%, -23%, -6%, -5%, -3%, -5%, -2%, -4%, -2%, -3
> COc1ncnc(OC)c1S(=O)(=O)Nc1ccc(C(F)(F)F)cc1
    12%, -1%, 4%, -1%, -7%, -2%, -10%, -3%, 5%, -13%, -7
> CCOCCCNC(=S)N(CCN(C)C)Cc1cc2cc3c(cc2[nH]c1=O)OCCO3
    -2%, -20%, -16%, -4%, -10%, 34%[activator], 2%, ?, 0%, -4%, 3
> O=C(COC(=O)c1cc(=O)[nH]c2ccccc12)Nc1nc(-c2cccc(Br)c2)cs1
    2%, -3%, 26%, -3%, -17%, -17%, -5%[46.1 µM], 6%, 8%, 0%, -11
> CN1C(=O)/C(=C/c2ccccc2F)Sc2ccc(C(=O)N3CCCC3)cc21
    -15%, -1%, ?, 3%, -23%, 1%, -1%, ?, -1%, -11%, -21
> CC(=O)Nc1ccccc1C(F)(F)F
    8%, 0%, 15%, -2%, 2%, 3%, 4%, 12%, -1%, -1%, -5
> Cn1c(=O)c2cc(S(=O)(=O)NC(C(=O)N3CCCCCC3)c3ccccc3)ccc2n(C)c1=O (configuration not stated)
    0%, 0%, -3%, 2%, 8%, 0%, 4%, ?, 1%, 5%, 7
> O=[N+]([O-])c1cccc(-c2nnn(C34CC5CC(CC(C5)C3)C4)n2)c1
    21%, 0%, 14%, -4%, 8%, 1%, 2%, 1%, 2%, -6%, -4
> CCC(=O)c1cn(CC(=O)Nc2ccc(OC)cc2)c2ccccc12
    -6%, -5%, -3%, 0%, 14%, -1%, 0%, -11%, 0%, -22%, -4
> O=C(CNC(=O)c1ccc(Cl)cc1)OCn1nnc2ccccc2c1=O
    -9%, -1%, 17%, -2%, 1%, 1%, 1%, 3%, -6%, 5%, -10
> CCCCOC(=O)CSc1nnc(-c2ccc(Cl)cc2Cl)o1
    12%, 1%, 17%, -8%, 0%, -6%, 4%, -1%, 0%, -1%, -13
> O=C(c1ccc(CS(=O)(=O)c2cccc(C(F)(F)F)c2)o1)N1CCN(c2ccccn2)CC1
    -20%, -3%, ?, -1%, 9%, 0%, 2%, -5%, -3%, 6%, -2
> O=C(CCNC(=O)c1ccc(Br)cc1)Nc1cccc(S(=O)(=O)N2CCCCCC2)c1
    -3%, -14%, ?, -2%, -2%, -14%, 10%, ?, -4%, 5%, -6
> Cc1c(C(=O)N(Cc2ccco2)Cc2cccs2)oc2ccccc12
    -29%, -14%, 0%, -6%, 19%, -4%, 6%, -1%, 7%, 6%, -4
> Cc1[nH]c(=S)c(C#N)c(-c2ccccc2)c1C(=O)Nc1ccccc1
    ?, -2%, ?, 1%, -9%, -4%, 15%, 10%, 12%, -27%, -1
> Cc1ccc(S(=O)(=O)N2CCN(C(=O)CSc3nc4ccccc4c(=O)[nH]3)CC2)c(C)c1
    6%, ., ., -3%, ., -17%, -3%, ., -2%, ., .
> Cc1ccccc1C(=O)Nc1ccc(Br)c(C)n1
    20%, 3%, ?, 1%, -4%, 0%, 14%, ?, 6%, -4%, -5
